GAA850 FXN act – increases GAA850 frataxin promoter reporter activity; 0.56% of 360,000 active; HEK293 lucGAA850 FXN promoter luciferase reporter, 24 h; percent of 10 µM SAHA response; activation, % at 6 µM;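 active means activation above the average of all compounds screened plus 3 SD, cutoff fixed separately per campaign, cut at about 7.5% in these data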;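 further: 0% = DMSO wells and 100% = 10 µM SAHA wells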
ADAM10 inh – inhibitors of human ADAM10; O14672; recombinant ADAM10, EDANS/DABCYL FRET peptide cleavage, 3 h; inhibition, % at 7 µM; 0.62% of 370,000 active; AID 720582;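 active means inhibition above a per-campaign cutoff equal to the mean of compounds falling between control-based bounds plus 3 SD, cut at about 20% in these data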;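 further: 0% = DMSO wells while the 100% control is not disclosed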
Target sequence (O14672 214-748 limits assumed): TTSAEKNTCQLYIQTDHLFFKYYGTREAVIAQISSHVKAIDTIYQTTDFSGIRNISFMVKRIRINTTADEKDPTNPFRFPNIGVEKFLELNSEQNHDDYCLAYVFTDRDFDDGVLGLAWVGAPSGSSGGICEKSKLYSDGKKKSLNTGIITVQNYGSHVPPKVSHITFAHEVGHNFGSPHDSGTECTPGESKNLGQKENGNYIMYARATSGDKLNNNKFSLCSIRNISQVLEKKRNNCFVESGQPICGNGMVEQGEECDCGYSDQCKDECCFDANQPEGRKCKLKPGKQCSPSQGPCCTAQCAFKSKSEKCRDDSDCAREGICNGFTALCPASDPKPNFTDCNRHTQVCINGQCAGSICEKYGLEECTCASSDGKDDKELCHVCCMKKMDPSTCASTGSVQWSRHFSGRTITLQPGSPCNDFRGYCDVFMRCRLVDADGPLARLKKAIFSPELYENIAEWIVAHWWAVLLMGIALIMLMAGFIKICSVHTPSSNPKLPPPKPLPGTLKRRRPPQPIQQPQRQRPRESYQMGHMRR
ADAM17 inh – inhibits human ADAM17 | recombinant ADAM17, EDANS/DABCYL FRET peptide cleavage | inhibition, % at 6.95 µM | 0.83% of 370,000 active;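 active means inhibition above the mean of compounds lying between control limits plus 3 SD, set per campaign, cut at about 8.5% in these data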;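 further: 0% = DMSO-only wells as the low control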
SMARCA2 activ – activators of SMARCA2 function. activation, % at 9.1 µM. 1% of 370,000 active. MG213 cells, MMTV-luciferase reporter, dexamethasone, overnight; in the data active means activation above about 7.8%;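 further: 0% = vehicle wells and 100% = reference activator wells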
GC-A act – GC-A (human) enzyme activation; P16066; HEK293 GC-A cells, cGMP TR-FRET, EC30 ANP; 0% at EC30 ANP, 100% saturating ANP; activation, % at 10 µM; 0.14% of 370,000 active; AID 1671463; in the data active means activation above about 40%
hcDAF12 agonist – activates DAF-12 receptor from parasite H. contortus; HEK293 hcDAF-12 lit1-tk-luc reporter, luminescence; 0% DMSO, 100% Δ7-dafachronic acid; activation, % at 6.8 µM; 1.4% of 370,000 active;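 active means activation above the mean of all tested compounds plus 3 SD, cut at about 5.5% in these data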;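 further: 100% = response to 3 µM Δ7-dafachronic acid high control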
DAX1 inh-1 – inhibits human nuclear receptor DAX1; P51843; HEK293 Gal4-DAX1 luciferase reporter, luminescence; inhibition, % at 6.75 µM; 0.99% of 340,000 active; AID 504766;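 active means inhibition above the mean over all tested compounds plus 3 SD, cut at about 4.2% in these data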;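 further: 0% = DAX1-transfected cells with DMSO and 100% = empty-vector control cells with DMSO; inhibition shows as a rise in luminescence from relieved DAX1 repression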
Target sequence (P51843 207-470 limits assumed): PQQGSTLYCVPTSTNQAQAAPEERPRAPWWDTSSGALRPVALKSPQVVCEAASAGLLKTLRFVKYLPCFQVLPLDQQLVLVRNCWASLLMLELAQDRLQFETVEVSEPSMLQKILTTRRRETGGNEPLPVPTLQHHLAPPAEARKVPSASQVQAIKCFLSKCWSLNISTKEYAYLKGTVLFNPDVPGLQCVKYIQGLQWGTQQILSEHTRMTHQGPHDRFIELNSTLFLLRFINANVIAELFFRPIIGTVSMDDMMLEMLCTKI
DAX1 inh-2 – blocks DAX1 repression of SF-1 activated StAR promoter. HEK293T StAR-luciferase reporter, SF-1/DAX-1 repression relief. inhibition, % at 6.8 µM. 1.1% of 370,000 active. AID 652010;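 active means inhibition above the mean over all tested compounds plus 3 SD, cut at about 3.6% in these data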;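 further: 0% = DAX-1 cells with DMSO and 100% = cells lacking DAX-1 with DMSO; higher inhibition means more luminescence from relief of DAX-1 repression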
hgDAF12 agonist – agonists of H. glycines DAF-12 nuclear receptor. HEK293 GAL4-hgDAF12 UAS-luciferase reporter, agonist luminescence; normalized to butyrate control. activation, % at 6.8 µM. 1.8% of 370,000 active. AID 687014;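 active means activation above a cutoff set at the mean of all screened compounds plus 3 SD, cut at about 10% in these data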;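 further: 0% = DMSO wells and 100% = sodium butyrate wells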
PG9 Ab binder – PG9 antibody binding by small molecule | TR-FRET gp120-PG9 antibody binding | inhibition, % at 6.7 µM | 0.43% of 360,000 active; in the data active means inhibition above about 8.5%
ssDAF12 agonist – activators of S. stercoralis DAF-12 nuclear receptor. HEK293 ssDAF-12/GRIP1 lit1-tk-luc reporter, luminescence; % of 3 µM dafachronic acid response. activation, % at 6.8 µM. 1% of 370,000 active;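 active means activation above the mean over all tested compounds plus 3 SD, cut at about 0.9% in these data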;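 further: 0% = DMSO-only wells and 100% = 3 µM delta7-dafachronic acid wells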
* = called active by the depositor; i = inactive; nt = not tested or not shown. Hits appear at their usual frequency; 6.8% or so of the library scored in one or more.

A first look (three entries):
SMILES	GAA850 FXN act	ADAM10 inh	ADAM17 inh	SMARCA2 activ	GC-A act	hcDAF12 agonist	DAX1 inh-1	DAX1 inh-2	hgDAF12 agonist	PG9 Ab binder	ssDAF12 agonist
CC[C@]12c3[nH]c4ccc(OC)cc4c3CCN1C(=O)C(CC(=O)NC(C)(C)C)C[C@@H]2C(=O)N1CCN(C(=O)c2ccco2)CC1 (stereo partly drawn)	-2.9	-1	3	-4	5	-1.9	-1.4	-0.7	1.9	0.7	-0.1
Cc1onc(C(=O)Nc2c(C)n(C)n(-c3ccccc3)c2=O)c1[N+](=O)[O-]	1.9	-3	-9	2	3	0.0	-1.3	0.5	-2.2	-0.7	-0.5
COc1ccc(N2C(=O)CC(N3CCN(S(=O)(=O)c4ccc(Cl)cc4)CC3)C2=O)cc1 (stereo not drawn)	-0.1	-3	0	3	-1	3.1	0.2	0.3	1.7	-1.2	-0.7

This part in full (from the top)
SMILES	GAA850 FXN act	ADAM10 inh	ADAM17 inh	SMARCA2 activ	GC-A act	hcDAF12 agonist	DAX1 inh-1	DAX1 inh-2	hgDAF12 agonist	PG9 Ab binder	ssDAF12 agonist
CC[C@]12c3[nH]c4ccc(OC)cc4c3CCN1C(=O)C(CC(=O)NC(C)(C)C)C[C@@H]2C(=O)N1CCN(C(=O)c2ccco2)CC1 (stereo partly drawn)	-2.9	-1	3	-4	5	-1.9	-1.4	-0.7	1.9	0.7	-0.1
Cc1onc(C(=O)Nc2c(C)n(C)n(-c3ccccc3)c2=O)c1[N+](=O)[O-]	1.9	-3	-9	2	3	0.0	-1.3	0.5	-2.2	-0.7	-0.5
COc1ccc(N2C(=O)CC(N3CCN(S(=O)(=O)c4ccc(Cl)cc4)CC3)C2=O)cc1 (stereo not drawn)	-0.1	-3	0	3	-1	3.1	0.2	0.3	1.7	-1.2	-0.7
NC(=O)C1CCN(c2c([N+](=O)[O-])cc(C(F)(F)F)cc2[N+](=O)[O-])CC1	2.9	-2	-5	1	-5	0.5	2.5	-0.6	1.3	-1.5	-1.5
O=C(COc1cccc2ccccc12)Nc1cc(Cl)ccc1C(=O)O	0.6	4	13*	-2	-2	1.0	2.7	1.0	-1.3	2.0	-0.5
COCCN1C[C@@H](CO)O[C@@H](n2cnc3c(NCc4ccco4)ncnc32)C1	-0.3	0	-1	-2	-1	-1.5	nt	-1.4	-0.6	-0.4	-0.8
Cc1ccc(S(=O)(=O)NC(C(=O)Oc2ccc3ccc(=O)oc3c2)c2ccccc2)cc1 (stereo not drawn)	-2.1	i	i	-3	1	2.1	-1.5	-0.2	4.0	0.4	-0.9
CCN1CCN(CC(=O)N2N=C(c3cccs3)CC2c2ccc(OC)cc2)C(=O)C1=O (stereo not drawn)	-0.7	-26	-7	3	-4	-1.7	-0.2	-1.0	-2.5	-3.1	-2.1
Cc1nc(-c2ccccc2)sc1C(=O)O	2.5	-2	0	2	-1	-1.0	-0.4	0.9	0.2	-1.6	-1.2
Cc1cc(Cl)c(S(=O)(=O)NCC2CCCO2)cc1OCC(=O)NC1CCCCC1 (stereo not drawn)	-2.5	-8	-4	-2	-7	-1.2	-1.9	-1.8	0.0	0.7	-2.0
CCOC(=O)C1CCCN(C(=O)c2c(-c3ccccc3)noc2C)CC1 (stereo not drawn)	1.9	-7	-3	2	2	-0.5	nt	-0.4	1.0	-0.1	-1.1
CCc1cc(S(=O)(=O)N2CCN(C(=O)c3ccco3)CC2)ccc1OC	0.7	1	-2	0	-2	1.3	1.5	0.1	1.9	0.4	-0.9
CSc1ccc(CCNC(=O)c2cc(-c3ccccc3)c(N3CCOCC3)s2)cc1	-2.2	-2	-5	-2	3	3.0	-0.3	-0.7	-0.2	1.6	-1.4
O=C(CCc1ccccc1)N1CCCN(C(=O)CCc2ccccc2)CC1	0.2	-1	-2	-1	-2	0.6	-0.4	-0.1	-0.1	-0.1	-1.8
COc1ccc(C(=O)Oc2ccc(C(C)=O)cc2)c(OC)c1	3.8	-5	-5	4	5	-0.6	0.6	0.7	3.2	-0.2	-1.0
c1ccc2sc(NC3=NCN(C4CCCCCC4)CN3)nc2c1	1.5	7	0	1	-2	2.7	-1.1	-0.2	0.7	1.8	1.5*
CC(C)(C)c1ccc(C(=O)N2CCC2(C)C(=O)NCC(F)(F)F)cc1 (stereo not drawn)	0.5	-3	-3	-2	0	-1.4	nt	-0.4	-1.9	0.1	-1.6
Cc1cc(C)c(NC(=O)CN(C)S(=O)(=O)c2ccc3c(c2)n(C)c(=O)c(=O)n3C)c(C)c1	3.0	-7	-4	-1	-1	0.2	-0.1	0.4	-0.7	-3.3	-1.3
CC1=NN(c2cccc(Cl)c2)C(=O)C12CC(C)=C(C)CS2 (stereo not drawn)	0.8	-8	-3	2	0	-1.1	-0.4	0.1	-0.1	-0.1	-1.3
Cc1ccc(Cn2c(=S)[nH]c3ccccc3c2=O)cc1	-0.7	2	-5	1	10	-1.8	-0.2	-0.6	-0.4	-3.0	-0.9
CCS(=O)(=O)c1ncc(Cl)c(C(=O)Nc2ccc(S(=O)(=O)N(C)c3ccccc3)cc2)n1	-16	-3	-5	-7	62*	-4.8	-2.1	-2.2	-8.8	1.8	-1.7
O=C1NCCN(Cc2ccc(Cl)c(F)c2)C1CC(=O)N1CCc2ccccc2C1 (stereo not drawn)	-0.5	-28	-8	-1	-10	0.5	0.2	-0.3	-2.6	0.3	-1.1
COc1ccc(CCN(C)CC(O)COc2c(C)ccc(C)c2C)cc1OC (stereo not drawn)	-1.3	15	7	-4	-7	-1.6	-0.9	0.8	-1.2	-2.7	-0.9
COc1cccc(/C=c2\s/c(=C/C(=O)c3ccc(C)cc3)[nH]c2=O)c1OC	-0.6	-1	-2	-1	1	-1.9	0.4	0.3	1.9	-0.6	-1.2
COc1ccc(OC)c(S(=O)(=O)N2CCC(C(=O)NCCc3ccccc3)CC2)c1	1.7	4	0	4	1	-1.1	0.8	1.7	-1.3	-0.8	-2.0
COC(=O)c1c(-c2cccs2)csc1NC(=O)c1cccnc1	9.8*	-11	-2	3	-5	-0.3	2.7	0.4	6.5	-0.1	-1.0
CC1CN(S(=O)(=O)c2ccc(C(=O)Nc3nnc(-c4ccco4)o3)cc2)CC(C)O1 (stereo not drawn)	0.1	1	4	-4	-1	-0.1	-0.7	-0.4	4.0	-1.4	-1.4
COCC(C)NC(=O)CCc1nnc(C2(c3ccc(Cl)cc3)CCC2)o1 (stereo not drawn)	4.0	-1	0	5	1	1.5	2.4	0.5	9.4	-1.9	-0.4
CC(C)(C)OC(=O)N[C@@H](Cc1ccccc1)C(=O)NCC1CCC(C(=O)N[C@@H](CCC(N)=O)C(=O)O)CC1 (stereo partly drawn)	-1.6	3	-1	1	-1	3.5	-0.6	-0.2	-0.1	1.6	-0.5
COC(=O)[C@@H]1Cc2c([nH]c3ccccc23)C(C)(C)N1C(=O)CCl	-3.5	17	-1	-4	-1	-3.3	0.6	-2.0	-10	-1.7	-1.5
O=C(NCc1ccccc1OC(F)(F)F)C1CCC(=O)N(C2CC2)C1 (stereo not drawn)	1.7	2	-1	-1	4	-1.6	-0.5	-0.1	0.8	-1.1	-1.3
CCCOc1ccc(NC(=O)CNC(=O)c2cc(OC)cc(OC)c2)cc1OCCC	1.7	-3	3	-3	-3	-1.3	-0.3	-0.2	-3.9	0.9	-1.3
CCC(=O)Nc1nnc(-c2ccc(OC)cc2)o1	1.1	-5	-5	-1	0	-0.7	-0.8	0.9	1.6	0.2	-0.6
NS(=O)(=O)c1ccc(CNC(=S)NCc2ccc(F)cc2)cc1	-1.8	4	3	-2	-2	-2.6	0.0	-1.3	-2.7	0.6	-1.2
O=C(CSc1ncnc2sc3c(c12)CCCC3)c1ccco1	5.8	9	6	3	-4	-1.9	2.6	-0.9	2.9	-0.5	-0.5
Cc1ccc(S(=O)(=O)N(CC(=O)Nc2cccc(N(C)S(C)(=O)=O)c2)c2ccc(Cl)c(Cl)c2)cc1	-5.8	25*	13*	-3	-8	-1.9	-0.3	-0.3	-1.8	-1.3	-2.1
COc1ccc(/C=C/C(=O)NC(=S)NCCc2ccc(OC)c(OC)c2)cc1	1.2	-8	0	0	-3	-0.8	-1.1	-0.1	3.4	-0.5	-1.4
OCCN1CCN(c2ncnc3nc[nH]c23)CC1	1.5	-12	-5	-2	6	-0.3	1.0	0.6	0.7	-0.4	-0.8
CN(C(=O)CCN1C(=O)c2ccccc2C1=O)C1CCCCC1	0.8	6	-1	2	6	-0.9	-1.7	-0.3	0.4	-3.2	-0.7
COc1ccc(S(=O)(=O)N(Cc2ccccc2)Cc2nc(-c3ccccc3)no2)cc1	1.5	6	5	-1	-1	-0.6	0.7	0.2	-1.0	-3.0	-0.8
O=CNc1ccccc1Oc1ccccc1	0.2	-7	0	-6	-10	-1.7	-1.2	-0.7	0.0	5.2	-1.4
CCOC(=O)CSc1nnc(CCCCCN2C(=O)c3cccc4cccc(c34)C2=O)o1	-0.1	-22	-9	0	20	0.9	0.8	0.5	-2.7	-0.4	-0.6
COc1ccc(NC(=O)/C(=C/c2cccnc2)NC(=O)c2cccs2)cc1	0.8	0	-2	0	2	-0.2	-0.1	0.0	-1.8	-0.8	-1.1
CCOC(=O)Cc1csc(NC(=O)Nc2ccc(F)cc2)n1	0.7	4	1	-2	1	-1.7	-1.0	-0.6	-1.9	-4.0	-1.5
CC1(C)CC2CC(C)(CN2C(=O)c2cccs2)C1 (stereo not drawn)	0.1	1	-1	-1	0	-1.7	-1.7	-0.1	0.5	1.1	-1.0
COc1ccc(Cn2c(O)c(C=Nc3ccccc3C(=O)O)c3ccccc3c2=O)cc1	-9.1	-44	-15	2	-3	-2.3	1.0	-2.4	-2.5	0.9	-1.1
COc1ccccc1C(=O)NCC(=O)OCC(=O)NNC(=O)c1ccc(Br)cc1	-0.6	16	13*	-4	0	-0.2	-0.1	1.4	2.8	-0.5	-0.6
Nc1c(C(=O)CSc2nncn2-c2ccccc2)c(=O)[nH]c(=O)n1C1CC1	-0.6	-7	-5	-4	5	-0.2	0.2	-1.7	-0.4	-0.5	-0.1
CN1CCN(c2nc3ccccc3nc2C(C#N)S(=O)(=O)c2ccccc2)CC1 (stereo not drawn)	nt	-10	-5	-2	1	-1.7	nt	-1.3	-3.7	-0.1	-1.0
Cc1cccc(OCC(=O)N2CCOCC2)c1	3.8	-6	-4	1	2	2.0	-0.4	0.1	3.2	0.4	-1.2
COc1ccccc1CCC(=O)Nc1cccc(S(=O)(=O)N2CCCCCC2)c1	1.2	23*	7	-4	-1	-1.4	0.6	0.7	1.5	0.6	-1.1
COc1cc(CNC(=O)Nc2nc(C(N)Cc3ccc(Cl)cc3)cs2)cc(OC)c1OC (stereo not drawn)	-2.4	-6	-3	-2	-8	-1.3	nt	-1.3	-0.2	-0.4	-1.5
CC(C)C1(CCNC(=O)c2cccs2)CCOC(C)(C)C1 (stereo not drawn)	-0.2	12	-4	2	5	-1.8	-0.6	-0.1	1.8	0.1	-2.2
Cc1ccc(NC(=O)Cc2cn3ccsc3n2)nc1	-2.5	-11	-6	4	6	2.4	0.3	0.1	0.0	1.3	0.3
COc1ccc(NS(=O)(=O)c2cc(NC(=O)[C@@H](NC(=O)c3ccccc3)C(C)C)ccc2C)cc1	-8.9	5	-1	-5	-7	-1.1	0.0	-0.3	-1.8	0.6	-1.9
